High-throughput results deposited in PubChem BioAssay by several laboratories.
TNF necrop inh: TNF-alpha cell death inhibition in Jurkat FADD-/- cells; AID 463075; Jurkat FADD-/- TNF necroptosis rescue, ATP luminescence, 24 h; 0 = TNF only, 100 = no-TNF cells; activation (protection from cell death), % at 10 µM; 0.068% of 220,000 active;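 active means activation, meaning protection from cell death, of at least 50% relative to plate controls; inactive means activation below 50%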;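 further: necroptosis triggered by 40 ng/mL TNF-alpha added together with compound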
Mdm2 ligase inh: inhibitors of human Mdm2 E3 ubiquitin ligase; cell-based MDM2 ubiquitination luciferase reporter, 2 h; 0 = plate control, 100 = twice control, blank-subtracted; 0.11% of 210,000 active; Q00987; signal enhancement, % at 5 µM;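 active means signal enhancement of 30% or more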;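 further: luminescence tracks abundance of the self-degrading MDM2-luciferase fusion protein; higher signal means inhibition of MDM2 E3 ligase activity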
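test system = mammalian cells stably expressing self-ubiquitinating, self-degrading MDM2 E3–luciferase fusion | quantity = 2000 cells/well | incubation = cell settling 4 h, compound treatment 2 h, both 37 °C | signal = luminescence with SteadyLite reagent, 15 min at room temperature | evaluation = % enhancement relative to plate controls after blank subtraction | benchmarks = plate controls and plate blanks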
Rad51 HR inh: Rad51 (human) homologous recombination inhibition; inhibition, % at 10 µM; hRad51 DNA strand exchange, fluorescence dequenching; AID 1385; 0.085% of 200,000 active;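 active means inhibition above 40% at the single screening dose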;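 further: 0% = DMSO control wells and 100% = blanks with heterologous ssDNA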
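Material: hRad51 filaments on single-stranded DNA; Reagent: Donor/quencher-labelled 47-bp dsDNA substrate; Compound: 10 µM final, single point; Schedule: 37 °C 15-min filament assembly, 30-min compound preincubation, 15-min exchange; Technique: FRET fluorescence, excitation 485 nm, emission 520 nm; Benchmarks: control wells and blank wells on each plate.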
PERK inhibitor: inhibitors of human PERK kinase | 0.17% of 220,000 active | inhibition, % at 5.6 µM | AID 1416 | Q9NZJ5 | CHO PERK-DD fusion, SEAP luminescence translation reporter;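 active means inhibition above the mean inhibition of all tested compounds plus 3 SD, set separately per screening campaign, cut at about 2.9% in these data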;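 further: PERK kinase domain activated by AP20187 dimerizer at 100 nM; 0% = DMSO with dimerizer and 100% = rapamycin at 8.4 µM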
Target sequence (Q9NZJ5 whole entry, looked up, the tested form may be a part): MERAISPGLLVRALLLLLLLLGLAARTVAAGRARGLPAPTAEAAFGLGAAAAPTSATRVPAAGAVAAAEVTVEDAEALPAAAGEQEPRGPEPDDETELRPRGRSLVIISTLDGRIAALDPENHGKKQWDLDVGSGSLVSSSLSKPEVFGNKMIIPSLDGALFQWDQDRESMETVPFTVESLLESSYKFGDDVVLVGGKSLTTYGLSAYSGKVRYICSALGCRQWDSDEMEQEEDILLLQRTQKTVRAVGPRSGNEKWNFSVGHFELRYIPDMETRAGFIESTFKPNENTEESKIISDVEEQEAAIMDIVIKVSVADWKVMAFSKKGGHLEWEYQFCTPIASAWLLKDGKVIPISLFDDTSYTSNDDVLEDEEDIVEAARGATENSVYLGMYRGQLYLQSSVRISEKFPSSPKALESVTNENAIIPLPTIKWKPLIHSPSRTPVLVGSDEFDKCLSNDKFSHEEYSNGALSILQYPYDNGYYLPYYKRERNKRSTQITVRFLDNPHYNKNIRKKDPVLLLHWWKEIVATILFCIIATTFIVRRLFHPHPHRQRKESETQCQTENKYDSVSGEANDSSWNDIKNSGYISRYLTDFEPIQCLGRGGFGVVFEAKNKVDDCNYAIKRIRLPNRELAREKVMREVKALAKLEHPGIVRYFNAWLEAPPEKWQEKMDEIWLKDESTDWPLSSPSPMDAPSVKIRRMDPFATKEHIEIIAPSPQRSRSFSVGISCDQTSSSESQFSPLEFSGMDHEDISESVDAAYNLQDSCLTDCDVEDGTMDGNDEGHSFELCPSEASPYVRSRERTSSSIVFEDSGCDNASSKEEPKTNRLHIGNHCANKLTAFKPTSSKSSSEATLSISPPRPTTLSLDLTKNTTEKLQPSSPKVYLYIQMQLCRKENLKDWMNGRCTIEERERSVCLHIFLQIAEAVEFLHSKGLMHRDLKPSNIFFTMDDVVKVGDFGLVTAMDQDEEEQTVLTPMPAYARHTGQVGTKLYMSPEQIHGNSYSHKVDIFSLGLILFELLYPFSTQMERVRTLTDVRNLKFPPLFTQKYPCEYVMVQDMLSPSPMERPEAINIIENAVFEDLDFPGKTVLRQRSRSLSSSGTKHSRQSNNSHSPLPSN
Calpain2 inh: blocks pig calpain II enzyme activity; inhibition, % at 16 µM; 0.37% of 220,000 active; purified calpain II, fluorogenic peptide substrate, 30 min;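 active means inhibition above about 50%, limit read from the data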
EBV gp42 inh: EBV gp42 inhibition | Q1HVG2 | Fluorescence polarization binding assay, mP read-out | 0.42% of 220,000 active | inhibition, % (tested at 21.74 µM); in the data active means inhibition above about 50%
L929 necroptosis: L929 zVAD cell death inhibition; viability rescue, % at 10 µM; 0.38% of 220,000 active; AID 1377; L929 zVAD necroptosis rescue, ATP luminescence, 24 h; with zVAD 60 µM;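 active means activation, scaled between plate controls, above about 75%, limit read from the data; inactive means activation under that limit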;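 further: 0% = zVAD with DMSO and 100% = DMSO alone without zVAD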
eIF4E 4G PPI: blocks eIF4E binding to eIF4G; inhibition, % at 21.7 µM; 0.37% of 220,000 active; TR-FRET eIF4E-eIF4GI(517-606) binding, 2 h; P63073+Q04637;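 active means inhibition above about 30%, limit read from the data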;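 further: 0% = full FRET control wells and 100% = background wells lacking eIF4GI fragment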
Cl transport mod: KCC2 (human) Cl- transport modulation. KCC2 cells, thallium flux FluoZin-2 fluorescence. AID 1456. 2.2% of 190,000 active. B-score of Tl+ flux slope (higher = more flux/activation; lower = inhibition) at 10 µM;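 active means thallium flux slope and its plate-corrected score both differing from the plate sample mean at a set confidence after two filtering rounds, in either direction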;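 further: slope of fluorescence scaled to starting intensity during 10 to 20 s after thallium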
* hit, by the source's call; . = not tested or not shown; [ ] = another dose, or the depositor's remark.

SMILES	TNF necrop inh	Mdm2 ligase inh	Rad51 HR inh	PERK inhibitor	Calpain2 inh	EBV gp42 inh	L929 necroptosis	eIF4E 4G PPI	Cl transport mod
CCOC(=O)CSc1ccc(S(=O)(=O)N2CCCC2)cc1[N+](=O)[O-]	0.4	-4	-10	0.4	31	-3	1.5	1	-0.83
CCCCNC(=O)c1onc(CSc2cc(C)cc(C)c2)c1C(=O)O	-1.3	-12	-1	1.1	-18	-29	0.0	-5[fluorescence artefact?]	-1.5
O=C(NCc1ccc(-n2cccc2)cc1)c1cccc(F)c1	1.0	12	1	0.6	-26	-17	3.4	3	1.2
COc1ccc(/C=C(\NC(=O)c2ccccc2)C(=O)NNC(=O)CCN2CCOCC2)cc1	-0.3	0	-17	-0.5	-14	-17	26	-3	-1.9
COc1cc(/C=N/NC(=O)CNC(=O)c2ccccc2)ccc1OC(=O)c1cccs1	-2.0	5	7	0.8	4	-16	0.8	1	-0.14
Cc1ccc2c(CC(=O)Nc3nc(C)cs3)coc2c1	0.6	2	-6	0.2	17	11	3.0	4	.
COc1ccc(OC)c2c(C)cc(N3CCN(C(=O)c4ccc(F)cc4)CC3)nc12	0.3	-4	6	-1.3	-178	0	0.3	8	-0.47
O=C(COc1ccccc1Cl)NC(=S)N1CCc2ccccc21	-3.5	0	-2	1.0	26	2	0.2	15	37*
O=C1c2cccc(OCc3ccc(F)cc3)c2CCN1Cc1ccc(F)cc1	-6.7	-18	4	0.0	20	-4	-0.6	5	-2.9
Cc1[nH]nc2c1C(CC(C)C)C(C#N)=C(N)O2 (stereo unspecified)	-3.6	-13	.	0.6	-4	-12	0.9	2	-0.79
COc1ccc2nc(NC(=O)C3CCN(S(=O)(=O)c4cccs4)CC3)sc2c1	-0.3	-5	4	-1.5	-57	-4	79*	-13	-0.98
Cc1ccc2c(c1)[nH]c1c(=O)n(Cc3ccco3)cnc12	3.7	-12	4	-2.1	-20	-5	0.2	-1	1.1
O=C(NCCc1cn2ccsc2n1)c1cccs1	1.6	-11	4	2.0	-2	7	1.0	3	1.3
Cc1ccc(C(=O)O)cc1NC(=S)NC(=O)c1ccc(-c2ccc(Cl)cc2)o1	-1.7	-7	15	1.7	25	-1	-0.1	-15	-1.5
Cc1cc(C)cc(OCC(=O)Nc2cccc(-c3nnc(-c4ccco4)o3)c2)c1	-8.5	-7	12	0.6	-27	-17	0.0	3	.
CCOC(=O)C(CC)(CCC(=O)O)c1csc(N)n1 (stereo unspecified)	0.0	-27	-1	1.4	-32	-8	0.2	7	.
O=C(CSc1ccc2c(c1)OCCO2)NCc1ccco1	-1.0	-11	-5	-0.3	-256	-23	0.8	2	0.66
O=C(COC(=O)C1CCCN1C(=O)c1cccs1)c1ccccc1 (stereo unspecified)	-2.7	-2	-9	1.1	1	-19	-0.5	2	.
COc1ccc(-n2nc([N+](=O)[O-])c(=NCCC3=CCCCC3)n2O)cc1	-1.2	0	2	0.4	37	-14	4.8	-5	-0.64
COc1cccc(C(=O)CC(C(=O)O)c2ccc(F)cc2)c1 (stereo unspecified)	0.9	26	-3	0.8	-27	-19	3.4	0	-0.45
CCOc1ccc2cc(C#N)c(SCC(=O)OC)nc2c1	0.5	-18	0	0.9	-48	-3	2.8	0	.
CC1CC1C(=O)Nc1cc(S(=O)(=O)N2CCOCC2)ccc1N1CCCC1 (stereo unspecified)	-0.3	-4	.	-0.4	-10	-1	-0.1	7	0.0096
Cc1ccc(NC(=S)N/N=C/c2cccn2Cc2ccccc2F)cc1	-2.4	.	-14	-0.1	8	-6	0.1	1	-0.043
COC(=O)c1ccc(COc2ccc(/C=N/O)cc2OC)o1	0.9	0	32	0.8	-21	-11	7.8	-6	0.028
COc1ccc(-c2nc(S(=O)(=O)c3ccccc3)c(N3CCOCC3)o2)cc1	3.1	-10	4	1.5	7	7	1.0	8	0.98
COc1ccccc1C(=O)NNC(=O)c1ccc(Cl)cc1	1.0	-2	3	0.0	-13	-12	-1.8	0	-0.56
O=C(NCC(=O)N(Cc1ccco1)C(C(=O)NC1CCCCC1)c1ccncc1)c1cccs1 (stereo unspecified)	4.2	.	-14	1.4	-20	-14	-0.3	-1	-0.19
CC1CCN(C(=O)COC(=O)c2n[nH]c3ccccc23)CC1	-1.7	-14	1	-0.4	-14	0	0.0	-9	-4.8
CN(C)c1ccc(C(=O)N2CC(=O)N(CCc3ccccc3)C(=O)C2)cc1	-2.7	15	.	0.5	-8	-10	0.7	-4	0.059
Cc1ccccc1C(CC(=O)c1cccs1)C(C#N)C#N (stereo unspecified)	-6.8	-5	-1	0.5	-3	-16	-1.1	1[fluorescence artefact?]	0.65

The closing 3 entries of the section above come first, to join the parts.
SMILES	TNF necrop inh	Mdm2 ligase inh	Rad51 HR inh	PERK inhibitor	Calpain2 inh	EBV gp42 inh	L929 necroptosis	eIF4E 4G PPI	Cl transport mod
CC1CCN(C(=O)COC(=O)c2n[nH]c3ccccc23)CC1	-1.7	-14	1	-0.4	-14	0	0.0	-9	-4.8
CN(C)c1ccc(C(=O)N2CC(=O)N(CCc3ccccc3)C(=O)C2)cc1	-2.7	15	.	0.5	-8	-10	0.7	-4	0.059
Cc1ccccc1C(CC(=O)c1cccs1)C(C#N)C#N (stereo unspecified)	-6.8	-5	-1	0.5	-3	-16	-1.1	1[fluorescence artefact?]	0.65
CCOc1ccc(CCNC(=O)C2CCC(=O)N2C2CCCCC2)cc1OCC (stereo unspecified)	1.2	-13	-1	-1.1	-13	-22	1.6	2[fluorescence artefact?]	.
CCOc1ccccc1N1CCN(S(=O)(=O)c2ccc(Cl)s2)CC1	-0.1	-15	3	-0.8	-16	-5	-0.3	2	-1.1
CCOc1cccc(/C(O)=C2/C(=O)C(=O)N(CCOC)C2c2ccncc2)c1 (stereo unspecified)	-1.3	-4	-5	2.0	19	-3	-0.2	1	0.59
COc1ccc(CCC(=O)OC(C)C(=O)c2ccc(C)cc2)cc1 (stereo unspecified)	1.3	-7	.	0.3	32	-3	0.4	5	-0.18
CCC(C)NS(=O)(=O)c1ccc(NS(=O)(=O)c2ccccc2[N+](=O)[O-])cc1 (stereo unspecified)	0.1	.	.	1.6	30	-15	0.3	-1	-0.33
COc1cc(CNC2CCCCC2)c(Br)cc1OC1CCCC1	2.5	-6	3	0.7	-9	-8	0.2	-7	-0.81
CCc1ccc(C(=O)COC(=O)C(Cc2ccccc2)NC(=O)C2CCC(C)CC2)cc1 (stereo unspecified)	-2.7	-9	-4	0.0	20	1	0.0	-12	0.47
COCCCn1c(SCC(=O)OC2CCCCC2)nnc1-c1cccs1	-2.9	7	4	0.1	-19	-6	-0.1	-1	1.3
Cc1nn(C)c(Cl)c1C(=O)NCC(=O)O	1.2	-13	4	-0.2	23	-7	0.8	1	0.27
CCCC(=O)OCC(=O)Nc1ccccc1Sc1ccccc1	1.0	-4	-2	1.5	4	0	5.1	2	-0.53
O=c1cc(-c2ccccc2)nc2nc(SCc3ccccc3)[nH]n12	0.1	-10	-4	-0.1	-8	-3	1.1	4[fluorescence artefact?]	.
CCOc1ccc(N=c2cc(-c3ccc(OC)cc3)oc3ccccc23)cc1	0.7	-12	-5	-0.5	37	-2	-0.5	2	0.31
CN(C)/C=C/C=C1C(=O)CCCC1=O	-1.9	.	-3	-0.8	15	-28	-0.1	4	0.43
O=C(O)c1ccc2c(c1)CCCN2	2.5	-5	18	1.2	-15	4	0.0	0	-0.048
Cc1cc(C(F)F)n2ncc(C(=O)NCc3ccccc3F)c2n1	-0.6	10	.	0.3	-14	-3	1.2	4[fluorescence artefact?]	0.37

As entered above.
Result for CCOc1ccc(CCNC(=O)C2CCC(=O)N2C2CCCCC2)cc1OCC (stereo unspecified) in EBV gp42 inh: -22
Result for CC1CC1C(=O)Nc1cc(S(=O)(=O)N2CCOCC2)ccc1N1CCCC1 (stereo unspecified) in Cl transport mod: 0.0096
Result for O=c1cc(-c2ccccc2)nc2nc(SCc3ccccc3)[nH]n12 in Calpain2 inh: -8
Result for O=C(COc1ccccc1Cl)NC(=S)N1CCc2ccccc21 in Calpain2 inh: 26

Going on with the list.
SMILES	TNF necrop inh	Mdm2 ligase inh	Rad51 HR inh	PERK inhibitor	Calpain2 inh	EBV gp42 inh	L929 necroptosis	eIF4E 4G PPI	Cl transport mod
CCCCNC(=O)CN1C(=O)C(CC)Oc2ccc(Cl)cc21 (stereo unspecified)	1.3	-3	-2	-0.6	-8	-1	1.6	-2[fluorescence artefact?]	.
CC1(C(=O)OCC(=O)Nc2ccc(C(N)=O)cc2)CC1(Cl)Cl (stereo unspecified)	1.1	-4	1	0.4	-22	-6	6.6	-2	0.29
CC(C)OC(=O)c1cccc(C(=O)OCc2ccco2)n1	3.3	2	.	0.5	5	-17	-0.5	-3	-0.38
CN(C)CCCN(C(=O)c1ccc2c(c1)CCCC2)c1nc2ccc(F)cc2s1	3.3	-11	-6	-0.8	9	-23	1.0	3	-0.0019
CN(C)c1ccc(/C=C2/SC(=O)N(CCN=C3NS(=O)(=O)c4ccccc43)C2=O)cc1	1.8	-9	-6	0.8	22	-32	0.2	5	-0.41
CC(C)Sc1nc(N2CCOCC2)c2c3c(sc2n1)COC(C)(C)C3	-4.8	7	4	2.1	-34	5	-0.1	2	0.51
Cc1ccc(C(=O)Nc2ccccc2Sc2ccccc2)cc1	0.1	-4	-3	0.6	12	-1	1.7	4	0.078
CC(C)OCCCNC(=O)c1ccc2c(=O)n(Cc3ccc4c(c3)OCO4)c(=S)[nH]c2c1	0.1	-11	3	0.3	37	-11	1.6	5	0.41
CC(C)CC(OC(=O)c1cccs1)C(=O)NCc1cccs1 (stereo unspecified)	1.7	-11	1	0.2	14	-32	-0.2	-2	.
CC(=O)Nc1ccc(-c2nnc(SCC(=O)Nc3ccc4c(c3)oc3ccccc34)n2C)cc1	1.9	-5	-2	-0.7	-125	-19	0.3	-3	0.68
Cc1ccc(/C=N/NC(=O)c2ccc(Br)o2)s1	-2.4	-7	3	-0.2	25	-8	-0.4	-3	5.3*
COc1ccc(CCN2C(=NC(=O)C(C)C)SC3CS(=O)(=O)CC32)cc1 (stereo unspecified)	2.6	0	.	-0.2	-1	3	0.1	-3	-0.28
CCc1cccc(CC)c1NC(=O)CN1CCN(c2ccccc2)CC1	0.2	-1	-10	-1.3	-12	-11	0.1	-8[fluorescence artefact?]	-1.5
CN(C)c1ccc(/C=C(\C#N)c2ccccc2)cc1	-12	-26	.	-0.5	-2	5	-1.2	-2	-1.2
O=C(COC(=O)C1CCN(S(=O)(=O)c2cccs2)CC1)c1cc2ccccc2o1	-0.6	-3	-2	0.9	-28	-39	0.1	-5	-0.2
Cc1ccc(-c2nnn(CC(=O)N(CC(=O)NCC3CCCO3)c3ccc(F)c(Cl)c3)n2)o1 (stereo unspecified)	-1.4	-19	-1	-0.2	3	-15	-0.2	-1	-0.31
COc1ccc(CN2CCNC(=O)C2CC(=O)N(C)Cc2ccncn2)c(OC)c1 (stereo unspecified)	1.0	-8	.	2.0	32	6	0.6	4	-0.14
C=CCn1c(SCC(C)=O)nnc1-c1ccc2ncccc2c1	1.3	-13	3	0.0	-6	-9	0.6	-3	0.051
Cc1nnc(NC(=O)CSc2nnc(-c3ccc(S(=O)(=O)N4CCCC4)cc3)n2C)s1	-1.3	-9	-3	1.9	-9	-26	-0.5	1[fluorescence artefact?]	1.8
CC(C)C(=O)NC(=S)Nc1ccc(CN2CCOCC2)cc1	0.4	-22	26	0.6	0	-12	0.3	-1	0.48
